ASK1 inh: inhibitors of human ASK1 kinase; Q99683; AlphaScreen MKK6 phosphorylation by ASK1, luminescence; inhibition, % at 7.44 µM; 22,000 tested, 0.99% active; AID 1159602; in the data active = inhibition above about 35%;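 also: 0% = median of compound wells and 100% = no enzyme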
Target sequence (Q99683 whole entry, looked up): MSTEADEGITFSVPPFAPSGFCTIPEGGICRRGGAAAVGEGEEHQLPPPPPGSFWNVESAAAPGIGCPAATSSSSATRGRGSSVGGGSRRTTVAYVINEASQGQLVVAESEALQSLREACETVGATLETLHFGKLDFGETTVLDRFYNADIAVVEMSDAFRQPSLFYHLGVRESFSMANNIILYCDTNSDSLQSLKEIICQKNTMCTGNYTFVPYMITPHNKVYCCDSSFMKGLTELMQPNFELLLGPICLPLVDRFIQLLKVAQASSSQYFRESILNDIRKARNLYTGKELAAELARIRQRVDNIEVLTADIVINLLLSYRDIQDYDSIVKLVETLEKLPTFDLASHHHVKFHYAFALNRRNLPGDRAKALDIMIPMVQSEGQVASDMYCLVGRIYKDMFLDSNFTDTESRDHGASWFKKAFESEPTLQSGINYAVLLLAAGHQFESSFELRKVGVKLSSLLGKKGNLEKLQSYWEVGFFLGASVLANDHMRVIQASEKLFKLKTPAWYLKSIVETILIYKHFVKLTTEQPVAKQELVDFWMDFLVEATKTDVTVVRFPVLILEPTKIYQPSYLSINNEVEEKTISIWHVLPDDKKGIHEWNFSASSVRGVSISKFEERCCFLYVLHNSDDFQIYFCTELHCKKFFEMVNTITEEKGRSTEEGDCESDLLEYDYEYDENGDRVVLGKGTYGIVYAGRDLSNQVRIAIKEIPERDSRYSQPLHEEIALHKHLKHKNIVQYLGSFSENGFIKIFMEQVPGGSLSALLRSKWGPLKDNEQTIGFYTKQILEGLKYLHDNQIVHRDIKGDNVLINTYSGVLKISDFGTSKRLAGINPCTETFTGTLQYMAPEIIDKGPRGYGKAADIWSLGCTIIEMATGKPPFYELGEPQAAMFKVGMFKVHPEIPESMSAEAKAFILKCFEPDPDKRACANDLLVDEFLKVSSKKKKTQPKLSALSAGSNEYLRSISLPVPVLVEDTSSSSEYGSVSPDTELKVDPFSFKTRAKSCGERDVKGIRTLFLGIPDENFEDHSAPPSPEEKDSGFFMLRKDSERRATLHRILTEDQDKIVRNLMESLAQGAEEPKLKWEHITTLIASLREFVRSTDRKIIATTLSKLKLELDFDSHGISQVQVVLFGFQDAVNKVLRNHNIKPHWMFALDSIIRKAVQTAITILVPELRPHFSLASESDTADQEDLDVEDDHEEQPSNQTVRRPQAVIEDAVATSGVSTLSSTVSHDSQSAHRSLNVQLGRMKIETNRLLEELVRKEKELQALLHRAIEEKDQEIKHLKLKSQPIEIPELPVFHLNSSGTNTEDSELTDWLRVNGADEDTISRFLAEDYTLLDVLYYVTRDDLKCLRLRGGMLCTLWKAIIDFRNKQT
ULK1 inh: blocks human autophagy kinase ULK1; O75385; AlphaScreen Atg13 phosphorylation by ULK1, luminescence; inhibition, % at 5.96 µM; 30,000 tested, 1.9% active; AID 1259251; in the data active = inhibition above about 43%;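 also: 0% = median of compound wells and 100% = no enzyme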
* hit, by the source's call; x = no result given; & = joins results of further samples. Random draw from the library (roughly 2.4% active in at least one column).

ASK1 inh	ULK1 inh	Structure
3.0	-12.5	Cc1cccc(CC(=O)Nc2cnn(-c3cccc(C(=O)Nc4ccnc(C)c4)c3)c2)c1
-13.8	-7.8	Cc1noc(C)c1-c1nc(NCc2ccccc2)c2[nH]cnc2n1
17.3	5.5	CC(C)n1cnc2c(NCc3cccc(C(F)(F)F)c3)nc(Nc3cccc(N(C)C)c3)nc21
22.4	11.4	O=C1CCCN1CCCNc1nc(Nc2ccc(N3CCOCC3)cc2)nc2c1ncn2-c1ccsc1
-9.4	-6.8	COc1ccc(-c2ccc(C(=O)NC3CC3)s2)cn1
-3.9	-2.1	c1ccc(OCCNc2ccnc(Nc3ccccn3)n2)cc1
x	2.1	COc1cccc(/C=C2\SC(=Nc3ccccc3F)NC2=O)c1OC
-5.6	8.6	O=C(NC1CC1)c1cnc(N2CCCC2CO)s1 (centres undefined)
-31.1	-12.6	O=C(NCCc1ccc(O)cc1)c1ccc2nc(N3CCC(N4CCOCC4)CC3)sc2c1
10.6	-9.6	O=C(NCCOc1ccccc1)c1cccc(N2CCN(Cc3ccc4c(c3)OCO4)CC2)n1
x	14.8	C[C@H](CCC(=O)O)[C@H]1CC[C@H]2[C@@H]3C(=O)C[C@@H]4CC(=O)CC[C@]4(C)[C@H]3CC(=O)[C@]12C
x	-0.7	Cc1cc(Cl)ccc1OCC(=O)NNC(=O)CCc1ccccc1

At a glance, part of the list above:
ASK1 inh	ULK1 inh	Structure
10.6	-9.6	O=C(NCCOc1ccccc1)c1cccc(N2CCN(Cc3ccc4c(c3)OCO4)CC2)n1
x	14.8	C[C@H](CCC(=O)O)[C@H]1CC[C@H]2[C@@H]3C(=O)C[C@@H]4CC(=O)CC[C@]4(C)[C@H]3CC(=O)[C@]12C

(cont.)
ASK1 inh	ULK1 inh	Structure
6.2	-0.4	CCCNC(=O)c1cncc(-c2ccc(OC)nc2)c1
-6.3	7.2	NC(C(=O)N1CCN(c2ccc3[nH]ncc3c2)CC1)c1ccc(Br)cc1 (centres undefined)
-3.1	6.9	CCCNc1nc(Nc2ccncn2)nc2c1ncn2CCN1CCCC1=O
1.7	-28.5	c1ccc(Nc2ccc3c(-c4ccccc4)n[nH]c3c2)cc1
0.2	-6.7	COc1ccc(-c2nc3c(Nc4cc(OC)c(OC)c(OC)c4)ncnc3n2C(C)C)cn1
0.0	1.5	COc1ccc(CCNC(=O)c2ccnc(Cl)c2)cc1
-4.3	1.1	CC(C)N(CCNC(=O)c1cccc(N2CCC(N3CCOCC3)CC2)n1)C(C)C
14.6	-1.4	Nc1cc(-c2ccc(NC(=O)NCc3ccccc3)cc2)ccn1
11.3	9.3	Cc1cc(NCCCN2CCCC2=O)nc(-c2ccc3[nH]ccc3c2)n1
-13.0	-5.4	CCCNc1nc(N2CCCC2CO)nc2c1ncn2CCN1CCCC1=O (centres undefined)
-6.6	-10.0	FC(F)(F)c1ccc(Nc2nc(NCc3ccccc3)c3ncn(-c4ccsc4)c3n2)cc1
x	-3.6	NC(=O)C1CCN(c2ccc3cccc(OCc4ccc(Br)cc4)c3n2)CC1
0.5	4.7	FC(F)(F)c1ccc(Cn2cnc3c(NCc4cccnc4)nc(Nc4nccc5ccccc45)nc32)cc1
15.4	5.0	O=C(NCc1cccc(C(F)(F)F)c1)c1csc(N2CCN(c3ccccn3)CC2)n1
x	1.6	CCOC(=O)C(=O)N1c2ccc(S(C)(=O)=O)cc2NC(=O)C1CC(C)C (centres undefined)
14.9	2.8	Cc1cc(Nc2ccc3c(c2)OCO3)nc(Nc2nccc3ccccc23)n1
12.7	-3.6	CCN(CC)c1nc(NCCOc2ccccc2)nc(Nc2ccc(N3CCOCC3)cc2)n1
0.4	-2.9	Cc1cc(NCCCN2CCCC2=O)nc(-c2csc3ccccc23)n1
6.4	65.0*	CC(C)n1cnc2c(Nc3ccc(N4CCOCC4)cc3)nc(Nc3cnccn3)nc21
-8.3	9.1	CCc1cc(-c2ccncc2C#N)ccc1NC(=O)C1COc2ccccc2O1 (centres undefined)
-0.3	8.1	O=C(NCCN1CCOCC1)c1ccc2nc(NCCCN3CCCC3=O)sc2c1
-1.3	-10.9	Clc1ccccc1Nc1ccnc(Nc2ccccc2Cl)c1
10.8	7.9	NC(=O)c1ccc(-c2cccc(C(=O)Nc3ccc(N4CCOCC4)cc3)n2)cc1
-0.1	-3.8	CC(C)N(CCNc1cc(-c2ccc(C(N)=O)cc2)ncn1)C(C)C

Entries of single compounds, quoted from the list.
Shown for Cc1cc(NCCCN2CCCC2=O)nc(-c2csc3ccccc23)n1 : ASK1 inh: 0.4; ULK1 inh: -2.9
Shown for Cc1cc(Nc2ccc3c(c2)OCO3)nc(Nc2nccc3ccccc23)n1 : ASK1 inh: 14.9; ULK1 inh: 2.8

Next structures.
ASK1 inh	ULK1 inh	Structure
-14.2	-2.8	Cc1cncc2cccc(N3CCN(C(=O)C(O)c4ccc(F)cc4F)CC3)c12 (centres undefined)
-3.0	-45.4	NC(=O)c1ccc(-c2cccc(C(=O)NCCOc3ccccc3)n2)cc1
-15.4	-14.1	COc1cc(NC(=O)c2cnc(N3CCC(N4CCOCC4)CC3)s2)cc(OC)c1OC
12.2	18.4	Cc1noc(C)c1-c1ccc(C(N)=O)s1
3.5	-4.3	COc1cc(Nc2cc(Nc3ncccn3)ncn2)cc(OC)c1OC
x	12.4	C=C1CC[C@H](O)C/C1=C/C=C1\CCC[C@]2(C)C([C@H](C)/C=C/[C@H](C)C(C)C)CC[C@@H]12 (some centres undefined)
13.2	-32.5	COc1cccc(-n2cc(-c3ccccc3)c(-c3ccnc(Nc4ccc(-n5nc(C)nc5C)cc4)c3)n2)c1
16.4	-2.9	COc1ccc([C@H]2CN(Cc3ccccc3)CC2C(=O)Nc2ccc(-c3cn[nH]c3)c(OC)c2)cc1 (some centres undefined)
-10.9	-8.3	CC(=O)Nc1ccc(Nc2ncnc3c2nc(-c2ccc(C(=O)N4CCN(C)CC4)cc2)n3C(C)C)cc1
2.5	-17.6	O=C1CCCN1CCn1cnc2c(NCCc3ccc(O)cc3)nc(N3CCN(c4ccccn4)CC3)nc21
5.3	-3.6	CCCNC(=O)c1cccc(Nc2ccncc2)n1
5.7	-0.3	Cc1cc(NC2CCN(Cc3ccccc3)CC2)nc(NC2CCC(O)CC2)n1 (centres undefined)
0.7	7.5	COc1ccc(-c2cccc(C(=O)NCCN3CCOCC3)n2)cc1
-6.8	7.8	CC(=O)Nc1ccc(Nc2nc(N3CCCC3CO)ncc2C)cc1 (centres undefined)
x	9.9	OCCN1CCN(c2cc(-c3ccncc3)nc(-c3ccccn3)n2)CC1
-15.4	0.8	O=C(NC1CCN(Cc2ccccc2)CC1)c1cccc(N2CCc3ccccc3C2)c1
x	-5.1	O=C1c2ccc([N+](=O)[O-])cc2C(=O)N1CNc1ccccc1
26.0	55.0*	CC(C)n1cnc2c(Nc3ccc4c(c3)OCO4)nc(Nc3ccc(-n4ccnc4)cc3)nc21
-0.5	-8.4	CCNc1nc(NCc2ccccc2)c2ncn(CCN3CCCC3=O)c2n1
x	-3.9	O=C(NCCc1csc(-c2cccc(F)c2)n1)C1CC1
-5.3	3.1	CCCNc1nc(N2CCCC(C(=O)N(CC)CC)C2)ncc1C (centres undefined)
0.3	4.5	CCCNc1nc(NCCCN2CCCC2=O)nc2c1ncn2CCN1CCCC1=O
x	6.3	CC1C(=O)Nc2cc(S(C)(=O)=O)ccc2N1C(=O)Cc1cc(F)cc(F)c1 (centres undefined)
x	-25.1	Cc1ccccc1-c1cc(=O)c2ccccc2o1
2.0	8.4	Cc1nc(C)n(-c2ccc(Nc3nccc(-c4cc(F)cc(N5CCCC5=O)c4)n3)cc2)n1
-9.8	-6.7	CN1CCN(C(=O)c2ccc(-c3nc(NCc4cccc(C(F)(F)F)c4)c4ncn(-c5ccsc5)c4n3)cc2)CC1
-15.8	-3.0	O=C1CCCN1CCn1cnc2c(NC3CC3)nc(NCc3ccc4c(c3)OCO4)nc21
14.1	25.0	Cc1cnc(Nc2ccc(N3CCOCC3)cc2)nc1NCCc1ccc(O)cc1
1.3	-1.5	Cc1cc(NC2CC2)nc(Nc2ccnn2C)n1
-2.0	6.9	CC(C)N(CCNc1cc(N2CCN(c3ccccn3)CC2)ncn1)C(C)C
-0.8	17.8	O=C(Cc1cn(-c2ccc(Nc3ccccc3)nn2)c2ccccc12)NCCCN1CCCC1=O
-21.9	62.5*	c1cncc(CNc2nc(Nc3ccc(N4CCOCC4)cc3)c3ncn(C4CCCCC4)c3n2)c1
-1.7	7.6	Cc1cncc2cccc(NC3CCCN(C(=O)C(O)c4ccc(F)cc4)C3)c12 (centres undefined)
-4.7	21.8	FC(F)(F)c1ccc(Cn2cnc3c(NCc4cccc(C(F)(F)F)c4)nc(N4CCc5ccccc5C4)nc32)cc1
-0.5	-5.9	CCn1c(C2CCc3ccccc3O2)nc2cc(F)c(-c3ccnc(N)n3)cc21 (centres undefined)
7.7	4.5	CC(=O)c1cccc(-c2nc(NCc3ccccc3)c3ncn(CCN4CCCC4=O)c3n2)c1
7.3	3.2	C=CCN1CCN(c2c(Cl)cccc2NC(=O)c2cccc(C)n2)CC1
x	-14.4	CN(C)c1ccc2c3c(cccc13)C(=O)N(c1ccc(O)cc1)C2=O
-80.9	82.9*	NC(=O)c1ccccc1Nc1nc(Nc2ccc(N3CCOCC3)cc2F)ncc1Cl
x	4.7	Cc1ccc(-c2cnc(NCc3ccco3)nc2)cc1
21.7	-28.0	c1ccc(CN2CCC(Nc3nc(NCCOc4ccccc4)c4[nH]cnc4n3)CC2)cc1
-5.7	0.0	O=C1CCCN1CCCNc1ccnc(NCCCN2CCCC2=O)n1
0.1	-7.2	OCCNc1nc(N2CCc3ccccc3C2)nc2c1ncn2-c1ccccc1
-20.2	1.0	CN1CCN(C(=O)c2ccc(-c3nc(C(=O)Nc4ccccc4)cs3)cc2)CC1
-16.7	-0.5	Nc1nc(N2CCOCC2)nc2c1ncn2CCN1CCCC1=O
x	-5.1	O=C(O)Cn1cnnn1
x	0.2&-13.9	O=C(O)C1CCSCN1 (centres undefined)
9.7	1.6	CN(C)CCOc1cc(-c2ccncc2)ccc1NC(=O)C1COc2ccccc2O1 (centres undefined)
x	2.7	COc1ccccc1C(=O)Nc1ccc2oc(-c3ccccc3F)cc(=O)c2c1
23.7	8.4	CC(C)n1c(Nc2ccncn2)nc2c(NCc3ccccc3)ncnc21
1.1	1.2	CCCNc1ncnc2nc(-c3csc4ccccc34)[nH]c12
19.6	78.2*	COc1cccc(CN(CCN)C(=O)Nc2ccc(-c3cn[nH]c3)cc2OCCCO)c1
-12.4	6.2	c1ccc2[nH]c(CNc3nc(Nc4cnccn4)nc4c3ncn4C3CCCCC3)nc2c1
26.4	-2.9	Cc1onc(-c2ccnc(Nc3ccc(N4CCOCC4)cc3)c2)c1-c1ccc(F)cc1
-0.4	-2.3	CCCNc1nc(-c2c(C)nn(C)c2C)nc2c1ncn2-c1ccsc1
-9.0	0.4	Cn1c(Nc2nc(NCCCN3CCCC3=O)c3[nH]cnc3n2)nc2ccccc21
6.1	-19.5	O=C1CCCN1CCCNc1nc(N2CCc3ccccc3C2)nc2c1ncn2C1CCCCC1
x	-1.2	N[C@@H](C(=O)N[C@@H]1C(=O)N2C(C(=O)O)=C(CSC3CNNN3)CS[C@H]12)c1ccc(O)cc1 (some centres undefined) (tested in a mixture with another compound)
-5.9	6.1	FC(F)(F)c1ccc(Cn2cnc3c(Nc4ccccc4)nc(Nc4nccc5ccccc45)nc32)cc1
3.8	-16.5	COc1ccc(CCNc2nc(Nc3ccc(C(F)(F)F)cc3)nc3c2ncn3Cc2ccc(C(F)(F)F)cc2)cc1

Next section (3 carried over from the part before).
ASK1 inh	ULK1 inh	Structure
x	-1.2	N[C@@H](C(=O)N[C@@H]1C(=O)N2C(C(=O)O)=C(CSC3CNNN3)CS[C@H]12)c1ccc(O)cc1 (some centres undefined) (tested in a mixture with another compound)
-5.9	6.1	FC(F)(F)c1ccc(Cn2cnc3c(Nc4ccccc4)nc(Nc4nccc5ccccc45)nc32)cc1
3.8	-16.5	COc1ccc(CCNc2nc(Nc3ccc(C(F)(F)F)cc3)nc3c2ncn3Cc2ccc(C(F)(F)F)cc2)cc1
x	1.7	C=C1C2CCC(C2)C1(C)C (centres undefined)
-17.9	0.3	COc1ccc2c(c1)CC(c1nc3c(OC)cc(-c4ncnc5[nH]cc(C)c45)cc3c(=O)[nH]1)CO2 (centres undefined)
30.8	24.1	COc1ccc(-c2nc(Nc3cc(OC)c(OC)c(OC)c3)c3ncn(C4CCCCC4)c3n2)cc1
10.2	5.5	CC(=O)Nc1ccc(Nc2ccnc(Nc3ccc(N4CCOCC4)cc3)n2)cc1
x	8.1	COc1cc(NS(C)(=O)=O)ccc1Nc1c2ccccc2nc2ccccc12
-14.3	-2.8	CC(C)n1c(-c2cccc(N)c2)nc2c(NCCOc3ccccc3)ncnc21
16.5	25.1	COc1cc(Nc2nc(Cl)ncc2C)cc(OC)c1OC
-5.4	-13.2	CC(=O)c1cccc(-c2cccc(C(=O)NCCc3ccc(O)cc3)n2)c1
x	2.3	N#C/C(=C\c1cn(CC(=O)NCC2CCCO2)c2ccccc12)C(=O)NC1CCCCCC1 (centres undefined)
3.6	0.5	NC(Cc1ccc(Cl)cc1)C(=O)Nc1ccc(-c2cn[nH]c2)cc1 (centres undefined)
-3.1	8.0	COc1ccc2c(c1)CC(C(=O)Nc1ccc(-c3ccncc3)cc1OC(C)CN(C)C)CO2 (centres undefined)
-1.7	0.5	O=C(NCCCN1CCCC1=O)c1cc(NCc2ccc3c(c2)OCO3)nc2ccccc12
-1.2	10.2	O=S(=O)(NCc1nc(-c2ccncc2)nn1S(=O)(=O)c1ccc(C(F)(F)F)cc1)c1ccc(C(F)(F)F)cc1
x	-0.2	Cc1ccc(-n2ncc3c(-n4nc(C)cc4NC(=O)Cc4cccs4)ncnc32)c(C)c1
14.8	-53.5	COc1ccc(-c2nc(NCCO)c3ncn(-c4ccsc4)c3n2)cc1
x	0.7	Cc1cc(Cl)nc(Cl)c1C#N
x	-1.6	COc1ccc2c3c(c(=O)oc2c1)CN(C(=O)Nc1cccc(C(F)(F)F)c1)CC3

Assay outcomes (PubChem BioAssay)
